S100A4 inh HTS – inhibitors of S100A4-myosin IIA peptide binding, primary screen, biochemical, fluorescence polarization, TAMRA-MyoIIA peptide. inhibition, % at 10.7 µM. actives 0.14% (n = 360,000);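 active = mean inhibition of at least 70% across replicates, with every replicate also reaching that level; inconclusive = mean inhibition reaches 70% but some replicates fall short; inactive = mean inhibition below 70%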
Target sequence (P26447 whole entry, looked up): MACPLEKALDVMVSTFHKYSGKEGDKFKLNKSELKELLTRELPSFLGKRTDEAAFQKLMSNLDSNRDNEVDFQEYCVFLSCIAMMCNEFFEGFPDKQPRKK
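Test system: S100A4 monomer protein. Medium: HEPES buffer with Ca2+, pH 7.2. Reagent: fluorescent myosin IIA peptide, 5 nM. Compound dosing: single-point compound testing. Timing: 5 min between mix addition and reading. Benchmarks: DMSO neutral and TFP positive wells.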
ERAP1 HTS inh – human ERAP1 aminopeptidase inhibitors, primary screen, biochemical, single point, plate reader; recombinant ERAP1, Leu-AMC fluorescence, 60 min; inhibition, % at 10.7 µM; actives 0.15% (n = 340,000);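 active = mean replicate inhibition of at least 30%, or all replicates individually reaching that 30% level; inactive = mean below 30% and not every replicate reaching it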;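 note: 0% = neutral control wells and 100% = L-leucinethiol positive control wells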
Target sequence (Q9NZ08 whole entry, looked up): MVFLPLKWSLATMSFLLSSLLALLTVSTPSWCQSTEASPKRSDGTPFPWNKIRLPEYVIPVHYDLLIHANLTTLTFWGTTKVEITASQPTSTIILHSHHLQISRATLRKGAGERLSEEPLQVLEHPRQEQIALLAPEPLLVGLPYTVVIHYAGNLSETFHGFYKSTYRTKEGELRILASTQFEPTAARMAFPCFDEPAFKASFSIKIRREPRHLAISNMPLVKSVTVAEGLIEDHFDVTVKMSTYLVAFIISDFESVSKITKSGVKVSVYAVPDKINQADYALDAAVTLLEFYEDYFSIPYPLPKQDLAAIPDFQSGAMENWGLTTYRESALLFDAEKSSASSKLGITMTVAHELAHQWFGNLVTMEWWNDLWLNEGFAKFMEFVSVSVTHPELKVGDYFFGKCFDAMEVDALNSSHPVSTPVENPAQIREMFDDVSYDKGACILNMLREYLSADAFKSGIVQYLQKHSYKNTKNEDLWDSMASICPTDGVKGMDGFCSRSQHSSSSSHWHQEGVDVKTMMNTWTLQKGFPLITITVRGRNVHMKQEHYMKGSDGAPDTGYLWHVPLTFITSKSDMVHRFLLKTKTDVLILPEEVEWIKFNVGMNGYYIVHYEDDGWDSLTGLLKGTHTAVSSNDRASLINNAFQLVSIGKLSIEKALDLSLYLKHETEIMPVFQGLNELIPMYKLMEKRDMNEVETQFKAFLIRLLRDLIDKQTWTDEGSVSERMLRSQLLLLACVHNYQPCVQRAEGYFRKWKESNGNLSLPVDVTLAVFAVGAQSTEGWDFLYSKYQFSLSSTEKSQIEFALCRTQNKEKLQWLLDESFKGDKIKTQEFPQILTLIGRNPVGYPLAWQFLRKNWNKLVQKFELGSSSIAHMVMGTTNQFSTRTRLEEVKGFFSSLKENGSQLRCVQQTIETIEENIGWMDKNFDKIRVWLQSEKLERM
LGR2 inh – inhibitors of bursicon-induced LGR2 CRE-luciferase signal, primary screen, cell-based, HEK293, CRE-luciferase reporter, bursicon stimulation; Drosophila bursicon receptor LGR2 (rickets); bursicon-stimulated, 4 h; actives 0.35% (n = 380,000); inhibition, % at 9.99 µM;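 active = drop in luminescence signal, shown as inhibition above about 50% in the replicate tests, limit read from the data, passing the limit was not always enough; inconclusive = probably only some replicates passing the limit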;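 note: agonist challenge used bursicon conditioned medium at about half maximal strength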
PglD DTNB – C. jejuni PglD acetyltransferase inhibitors, primary screen, biochemical, DTNB colorimetric, single point | UDP-N-acetylbacillosamine N-acetyltransferase PglD (Campylobacter jejuni) | inhibition, % at 12.5 µM | actives 0.098% (n = 360,000) | purified PglD enzyme, DTNB colorimetric CoA detection; in the data active = inhibition above about 16%, passing the limit was not always enough; inconclusive = no clear call, values can overlap the other calls; note: strong numbers were not always called active
PGC1a acetyl inh – inhibitors of PGC1a acetylation signal, primary screen, cell-based, U2OS, AlphaScreen, inhibitor mode; inhibition, % at 15.6 µM; AID 651687, 2012; actives 0.17% (n = 350,000); AlphaScreen anti-acetyl-lysine; with virally co-expressed GCN5 acetyltransferase;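 active = every replicate shows inhibition of at least 40%; inconclusive = mean inhibition at least 40% but some replicate below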;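 note: 0% = neutral control wells and 100% = positive control wells; some results beyond the cut were filed as inactive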
PAX8 reporter – inhibitors of PAX8-driven TPO luciferase reporter, primary screen, RMG-I cells, single concentration; actives 1.2% (n = 360,000); inhibition, % at 12.6 µM; AID 652154, 2013; SteadyGlo, 24 h;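 active = mean replicate inhibition at least 60% with every replicate also reaching 60%; inconclusive = only one of the two criteria is met; inactive = mean below 60% and not all replicates reaching 60%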;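 note: luciferase light reporting Pax8 driven TPO promoter activity; plate controls were median of neutral control wells for no effect and mitoxantrone controls for full effect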
FN deposit inh – inhibitors of fibronectin matrix deposition, primary screen, AH1F cells, Alexa488-fibronectin fluorescence, plate reader; AH1F fibroblasts, overnight; inhibition, % at 12.6 µM; actives 0.086% (n = 350,000);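 active = mean inhibition across replicates of 30% or more, regardless of how many single replicates reach that level; inconclusive = mean under 30% yet at least half of replicates reach 30%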;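 note: positive control wells lacked labelled fibronectin entirely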
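Measured by – fluorescence 485/525 nm · System – AH1F fibroblast monolayer, labelled fibronectin deposition · Amount – 10000 cells per well · Buffer or medium – serum-reduced DMEM (2% serum) · Doses – single dose, pinned · Also added – fluorescent fibronectin at 24 nM final · Schedule – 1 h cell attachment, overnight exposure to compound and label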
EWS-Fli block – EWS/Fli-driven NR0B1 reporter inhibitors, primary screen, A673 cells, NR0B1 luciferase, luminescence, MLPCN library | viability-normalised | inhibition, % at 12.6 µM | actives 0.67% (n = 350,000);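 active = mean inhibition of at least 50% after viability correction, with every replicate also passing that limit; inconclusive = mean reaches 50% but only one of two replicates passes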;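 note: firefly luciferase signal divided by Alamar Blue viability fluorescence both relative to DMSO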
An asterisk follows results filed as active; ? = inconclusive; / = no result given.

SMILES	S100A4 inh HTS	ERAP1 HTS inh	LGR2 inh	PglD DTNB	PGC1a acetyl inh	PAX8 reporter	FN deposit inh	EWS-Fli block
CCCn1nc(C(=O)NC2CC2)c2ccccc2c1=O	-5.3	-0.6	9.7	-0.5	/	11.7	4.3	-6.4
O=C(C[C@H]1C[C@H]2c3cc(NC(=O)NC4CCCCC4)ccc3O[C@H]2[C@@H](CO)O1)NCCc1ccccc1	-3.7	2.9	15.0	/	3.1	8.1	/	1.7
CCCCNC(=O)N1CCCN(c2ccc(C#N)cn2)CC1	-1.7	-1.7	-3.3	2.5	/	-7.5	0.7	9.1
S=C(NCCN1CCOCC1)Nc1ccc(-c2nc3ccccc3[nH]2)cc1	-14.0	-9.7	-74.8	/	-7.7	-23.6	-2.4	-21.7
CCCCn1c(O)c2n(c1=O)Cc1ccccc1N=C2c1ccc(C)cc1	-2.0	-1.9	/	10.6	-5.3	20.9	-2.6	22.0
CN(C)CC1CCC/C(=C\c2ccc(OC(=O)c3ccc(Cl)cc3)cc2)C1=O (centres undefined)	?	-0.5	7.4	/	/	/	-0.8	58.9*
CC(C)(C)c1nc2c(s1)CCc1onc(-c3ccc(Br)cc3)c1-2	-3.4	-1.3	3.4	-2.6	15.1	-18.9	-2.3	-7.9
O=C(Nc1cc(=O)[nH]c(=O)[nH]1)c1cc(Cl)ccc1Cl	-5.2	0.8	1.1	-5.4	-8.0	30.8	6.0	38.4
CC(C)CC#Cc1ccc([C@H]2[C@H](CO)N3CCCCN(C(=O)c4ccc5c(c4)OCO5)C[C@@H]23)cc1	-1.3	0.0	6.5	1.4	-2.9	3.5	/	-1.6
Cc1ccc([C@H]2C[C@@H](n3cc(C4CC4)nn3)[C@H](O)CN2Cc2cccs2)cc1	-2.2	-1.9	4.9	2.0	-2.5	-29.4	4.8	2.8
Nc1nc(SCC(=O)NCCO)nc2sc3c(c12)CCCC3	-6.2	-4.1	5.0	/	15.2	1.4	4.2	-11.3
CCCNC(=O)N1[C@@H](CO)[C@@H]2c3ccccc3N(C(=O)Nc3cccc(Cl)c3)C[C@@H]21	-11.7	1.8	-9.9	-3.4	0.9	14.0	-2.9	-1.6
O=C(CSc1nnc(CNC(=O)c2ccc(F)cc2)o1)NCC1CCCO1 (centres undefined)	0.9	-1.0	0.8	1.1	-0.3	-13.6	-2.8	-0.4
Cc1ccc(-c2nnc(SCC(=O)N/N=C/c3ccc(C)s3)n2-c2ccccc2)cc1	2.8	5.7	-10.5	/	/	6.6	/	21.6
CC1CCCCC1NC(=O)COC(=O)c1ccc2c(c1)OCCO2 (centres undefined)	7.1	-0.7	-16.7	-1.2	7.0	-11.9	1.8	2.1
CC(C)NC(=O)Nc1ccc2c(c1)C(=O)N(C)[C@@H]1CC[C@@H](CC(=O)NCC3CCCCC3)O[C@H]1CO2	-4.0	2.3	-5.1	0.1	-1.1	-3.3	12.0	11.5
Cn1nc(C(=O)NC2CCCCC2)c2c1-c1ccccc1S(=O)(=O)C2	1.7	-3.3	-3.8	-4.8	7.8	27.9	14.3	-6.0
O=C(Nc1cccc(C(F)(F)F)c1)C1Cc2c(-c3ccccc3Oc3ccccc3)ccnc2O1 (centres undefined)	1.1	-2.0	11.4	5.2	/	12.0	6.0	9.0
Cc1ccccc1/C=C/C(=O)NCC(=O)N1CCC(N(C)C2CCCCC2C)CC1 (centres undefined)	3.7	4.0	17.0	/	/	-1.9	-5.4	3.1
COc1cc(CC(=O)N2c3ccccc3N=C(c3ccccc3)C2C(=O)NCc2ccccc2)cc(OC)c1 (centres undefined)	1.8	2.0	-4.1	/	/	16.2	-4.7	-2.2
CN1C(=O)c2cc(NS(=O)(=O)c3ccc(Cl)cc3)ccc2OC[C@@H]2O[C@@H](CC(=O)O)CC[C@@H]21	-2.4	0.4	1.5	5.4	0.5	-3.0	-23.1	0.7
Cc1ccc(C(=O)NC(=S)NNC(=O)c2ccccc2)cc1	-4.3	2.0	-30.4	-0.5	12.7	16.9	5.1	17.0
COc1ccc(Br)cc1/C=C/C(=O)OCC(=O)NCCc1ccc(S(N)(=O)=O)cc1	3.6	-1.3	21.1	2.8	10.7	9.2	0.5	-2.5
COc1ccc(S(=O)(=O)N2CCC(C(=O)Nc3ccc(S(=O)(=O)N4CCCC4)cc3)CC2)cc1OC	-8.2	-0.3	-17.9	-4.1	-17.7	16.5	5.8	12.7
COc1cc(S(=O)(=O)NC2CCCCC2)c(C)cc1C	-1.4	-4.1	/	/	-9.3	1.0	-3.8	5.2
O=C1NC2(CCCCCC2)C(=O)N1Cc1ccc(Br)cc1	-2.0	4.8	-5.5	2.9	-12.4	-9.0	5.8	-3.3
C#Cc1ccc([C@@H]2C=C(C(=O)NC3CC3)O[C@H](OCCCCO)C2)cc1	4.4	-3.3	2.5	-0.2	/	-3.5	-16.4	-3.9
COc1ccc(N2CCN(C(=O)Cc3cccs3)CC2)cc1	3.9	-0.3	-1.1	-1.7	-5.4	/	/	/
C=CCOC(=O)C1=C[C@@H](c2csc3ccccc23)C[C@@H](OCCCCO)O1	/	/	5.2	-1.0	0.7	5.1	2.1	1.0
Cc1ccc(NC(=O)C(=O)NCCN2CCN(C(=S)Nc3ccccc3)CC2)cc1	/	/	11.6	-3.5	0.9	11.5	2.4	/

Some entries already given, showing only LGR2 inh, S100A4 inh HTS and ERAP1 HTS inh.
canonical_smiles,LGR2 inh,S100A4 inh HTS,ERAP1 HTS inh
COc1cc(S(=O)(=O)NC2CCCCC2)c(C)cc1C,/,-1.4,-4.1
O=C1NC2(CCCCCC2)C(=O)N1Cc1ccc(Br)cc1,-5.5,-2.0,4.8
C#Cc1ccc([C@@H]2C=C(C(=O)NC3CC3)O[C@H](OCCCCO)C2)cc1,2.5,4.4,-3.3

Further compounds:
SMILES	S100A4 inh HTS	ERAP1 HTS inh	LGR2 inh	PglD DTNB	PGC1a acetyl inh	PAX8 reporter	FN deposit inh	EWS-Fli block
Cn1c(N)c(C(=O)COC(=O)c2ccnc3ccccc23)c(=O)n(C)c1=O	1.0	3.0	-14.2	-3.6	/	21.5	11.9	3.3
Cc1cc(=O)[nH]c(NN=C(CC(C)C)CC(C)C)n1	-2.6	-5.5	2.7	3.2	7.9	31.9	-4.1	8.0
CCN(C[C@@H]1[C@@H](c2ccccc2)[C@H](CO)N1C(=O)C1CC1)C(=O)NC1CCCC1	9.7	-1.5	-5.9	1.7	10.1	-0.1	/	0.1
COc1ccc(S(=O)(=O)N(C)C[C@H]2Oc3ccc(NC(=O)C4CCCCC4)cc3C(=O)N([C@H](C)CO)C[C@H]2C)cc1	8.3	-2.4	7.1	4.9	2.1	/	-8.3	11.9
CN1CCC(N(C)C(=O)c2cccc(S(=O)(=O)N3CCc4ccccc43)c2)CC1	2.2	-0.7	/	/	/	6.3	5.5	-5.2
CS(=O)(=O)N1CCc2cc(C(=O)Nc3ccccc3)ccc21	-0.4	-7.7	-16.1	-2.4	12.0	-94.0	/	-44.7
COc1ccc(CN(C)C[C@H]2Oc3ccc(NC(=O)Nc4ccccc4)cc3CC(=O)N([C@@H](C)CO)C[C@H]2C)cc1	-6.4	-4.6	4.4	-10.5	-7.1	/	/	-5.3
O=C(CC(Cc1ccccc1)C(=O)O)Nc1ccc(Cl)c(Cl)c1 (centres undefined)	-15.5	1.3	-5.3	7.9	22.1	26.8	7.8	8.5
CCOc1ccc(NC(=O)C2CCCN(S(=O)(=O)c3c(C)n[nH]c3C)C2)cc1 (centres undefined)	0.4	1.0	1.1	-6.5	-4.1	7.2	9.8	-8.5
C=CCn1nc2ccccc2c1OC	-11.4	-4.2	-2.2	0.0	8.2	-2.8	-20.8	-4.4
O=C(Nc1nc(COc2ccccc2)cs1)c1ccccc1F	/	/	-36.6	-6.0	-3.6	-12.0	/	-4.9
COC(=O)c1ccc(-c2ccc(OC)c([C@H]3[C@H]4C=CC[C@@H](C)[C@@H]4C(=O)N3Cc3ccccc3)c2)cc1	-9.0	-4.8	25.9	2.4	3.3	12.4	-8.2	4.2
CCS(=O)(=O)c1ccc2c(c1)NC(=O)C(CCO)O2 (centres undefined)	-5.7	-1.6	-4.1	/	4.6	4.6	-2.8	-0.4
COc1ccccc1CNC(=O)c1cccc(S(=O)(=O)N(C)c2ccccc2)c1	-6.9	-2.2	3.3	0.1	-1.4	9.0	-7.4	3.4
CS(=O)(=O)c1ccc(C(=O)NC2CCCCC2)cc1	/	/	-19.7	-1.9	3.1	12.2	-7.5	/
Cn1c(/C=C/c2ccc(Br)cc2)nc2ccccc2c1=O	-19.6	-0.5	-58.6	0.8	2.3	-64.3	-2.6	-116.5
C[C@@H]1CN([C@@H](C)CO)S(=O)(=O)c2ccc(/C=C/c3ccccc3)cc2O[C@H]1CN(C)C	-3.4	0.1	-4.0	-1.1	-28.8	/	-1.7	9.5
Cc1cccc2nc(C(=O)Nc3cccc(C(=O)NC4CC4)c3)cn12	-0.5	1.0	-22.6	3.7	3.9	-78.1	-6.4	-80.4
CCCNC(=O)C1CCN(c2cc(-c3ccccc3)nc3ncnn23)CC1	-1.9	0.4	/	-1.1	/	20.1	1.2	10.8
COC(=O)/C(=C/Nc1cccc2ccccc12)[N+](=O)[O-]	-6.3	0.0	-10.5	/	1.9	/	/	21.0
COc1ccccc1-c1csc(Nc2ccc(Oc3ccccc3)cc2)n1	2.6	0.2	-2.7	4.9	-1.4	-17.7	15.9	-38.1
C[C@@H]1CCCCO[C@@H](CN(C)C(=O)Nc2ccc(C(F)(F)F)cc2)[C@H](C)CN([C@@H](C)CO)C(=O)c2cc(NC(=O)Cc3ccccc3)ccc2O1	/	/	0.5	0.7	11.8	6.0	/	4.5
O=C(CN1CCN(C(=O)c2cc(C3CC3)nn2-c2ccccc2)CC1)Nc1ccc(F)cc1	-0.9	0.5	-0.6	-4.1	4.2	12.4	4.3	9.8
CCC(=O)N1Cc2cc(C(=O)NCC(F)(F)F)nc(-c3cccc(-c4cncnc4)c3)c2[C@H]1CCO	3.6	/	-14.9	/	/	-8.1	2.8	-2.0
N#Cc1c(N)n(CCOC(=O)c2cccc([N+](=O)[O-])c2)c2nc3ccccc3nc12	/	/	/	-1.5	1.9	19.9	-6.2	/
C[C@H](CO)N1C[C@H](C)[C@@H](CN(C)C)OCCCC[C@H](C)Oc2ccc(NC(=O)Nc3cccc4ccccc34)cc2C1=O	-1.7	-0.7	14.9	-0.7	-7.2	0.5	/	4.3
Cc1cc(C)cc(NC(=O)Nc2ccc3c(c2)CCC3)c1	-2.7	0.4	-17.2	2.5	/	-10.4	2.6	-76.0
CC1CC(C)CN(c2nc3c(c(=O)n(C)c(=O)n3C)n2CCSc2ncccn2)C1 (centres undefined)	5.5	3.4	-3.0	1.8	6.5	4.4	-11.5	-1.1

From PubChem BioAssay
